Assay outcomes as filed in PubChem BioAssay.
14-3-3 PPI – modulators of 14-3-3 gamma protein binding, primary screen, biochemical, fluorescence polarization | 160,000 compounds, 0.19% hits | inhibition, % at 40 µM | 14-3-3 protein gamma (Homo sapiens), P61981 | FP, 14-3-3gamma / TMR-pS259-Raf peptide binding; in the data active means inhibition above about 30%;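 further: 0% = protein plus tracer without compound and 100% = blank with tracer alone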
Target sequence (P61981 whole entry, looked up): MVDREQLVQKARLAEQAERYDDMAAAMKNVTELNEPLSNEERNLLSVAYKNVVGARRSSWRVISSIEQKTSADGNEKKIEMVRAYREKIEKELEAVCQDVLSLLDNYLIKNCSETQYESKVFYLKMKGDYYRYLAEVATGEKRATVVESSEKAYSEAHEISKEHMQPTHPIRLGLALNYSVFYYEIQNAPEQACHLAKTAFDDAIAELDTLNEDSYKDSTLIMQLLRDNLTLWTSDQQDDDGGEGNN
Active calls of the source: *; & = joins results of further samples.

no.	14-3-3 PPI	compound
1	-4	CCC(=O)N1CCc2cc(Br)cc(S(=O)(=O)CCC(=O)Nc3ccc(Br)cc3)c21
2	-14	COc1ccccc1N1CCN(CCNC(=O)Nc2cccc(C)c2C)CC1
3	12	Cc1nc2nc(S(=O)(=O)N3CCCCC3)nn2c(C)c1C
4	-5	O/N=C1\CCC\C1=C/c1ccco1
5	-22	Cc1cc(C)n2nc(SCC(=O)c3cc(C)n(-c4cc(C)on4)c3C)nc2n1
6	1	COc1ccc(-n2nc(C(=O)NCC(=O)NCC3CCCO3)c3ccccc3c2=O)c(OC)c1 (configuration not stated)
7	1	COc1cccc2cc(C(=O)Nc3cccc([N+](=O)[O-])c3)c(=O)oc12
8	-8	CCOc1ccc2[nH]c3cc([N+](=O)[O-])ccc3c(=O)c2c1
9	3	Cc1ccc(Cl)cc1NC(=O)C(=O)NCc1cccnc1
10	4	COc1ccc(N2CCN(c3ncnc4sc(C(=O)N5CCC(C)CC5)c(C)c34)CC2)cc1
11	0	Cn1c(COc2ccc(Cl)cc2)nnc1SCC(=O)NC1CCCCC1
12	-7	COc1ccc(N=c2scc(-c3ccc(OC)cc3)n2CCN2CCOCC2)cc1
13	-21	COc1ccc(NC(=O)C(NS(=O)(=O)c2ccc3c(c2)CCCN3C(C)=O)C(C)C)c(OC)c1 (configuration not stated)
14	-12	CCOC(=O)c1c(NC(=O)c2ccc(S(=O)(=O)N3CCc4ccccc4C3)cc2)sc2c1CCN(CC)C2
15	2	Cc1ccc(S(=O)(=O)NCCOCCNS(=O)(=O)c2ccc(C)cc2)cc1
16	-2	COc1ccc(C(=O)Nc2ccccc2)cc1S(=O)(=O)Nc1cc(C)on1
17	4	Cn1cc(C(=O)c2ccc(F)cc2)cc1-c1nc2ccccc2n1C
18	-8&2	COC(=O)c1cc2c(=O)n3cccc(C)c3nc2n(Cc2cccnc2)c1=N
19	4	CCOc1ccc(-c2nc(-c3ccc(C)cc3)no2)cc1
20	6	O=C(CC1Sc2ccccc2NC1=O)NCCCSC1CCCCC1 (configuration not stated)
21	-4	COc1ccccc1N1CCN(C(=O)CCc2nc(-c3ccccc3F)no2)CC1
22	-6	Cc1cc(C)n(-c2nc(-c3cccc(Cl)c3)cs2)n1
23	-2	CCCCOC(=O)CN1C(=O)c2ccc(Br)cc2C1=O
24	-6	CN(C)CCCNc1nc(-c2ccccc2O)nc2ccccc12
25	-54	COc1ccc(N2C(=O)CCC(C(=O)N3CCN(c4ccccc4OC)CC3)C2c2ccc(OC)c(OC)c2)cc1 (configuration not stated)
26	0	O=C1CN(C(=O)CC2c3ccccc3-c3ccccc32)CC(=O)N1
27	5	CCSc1nc2c(c(=O)[nH]c(=O)n2C)n1CCOC
28	-9	Cc1ccc(CNC(=O)c2cnn3c(C)c(Cc4ccc(C)cc4)c(C)nc23)cc1
29	2	CC(NC(=O)c1ccccc1F)C12CC3CC(CC(C3)C1)C2 (configuration not stated)
30	1	CCOC(=O)c1nc(NC(=O)COc2ccc(Cl)cc2)sc1C
31	-14	CCOc1ccc(C2=Nn3c(nnc3-c3cccc(F)c3)SC2)cc1
32	-4	O=[N+]([O-])c1ccc(Sc2nc3ccccc3s2)c(Cl)c1
33	-8	CCNCC(O)COCC(O)CNCC (configuration not stated)
34	-5	C#CC1(OC(C)=O)CCC2C3CCc4cc(OC(C)=O)ccc4C3CCC21C (configuration not stated)
35	-3	COc1ccc(NC(=O)N(CCN2CCCC2)Cc2cc3cc(OC)c(OC)cc3[nH]c2=O)cc1
36	-4	CC1=C(C(=O)OC(C)C)C(c2cccc(Oc3ccccc3)c2)NC(=O)N1 (configuration not stated)
37	-1	O=S(=O)(CCN1CCN(C(c2ccccc2)c2ccccc2)CC1)C(F)(F)F
38	-1	Cc1ccc(N2C(=O)c3n[nH]c(C)c3C2c2ccco2)cc1 (configuration not stated)
39	-12	Cc1ccc(S(=O)(=O)N2CCN(C)CC2)c2nsnc12
40	-4	c1cc(-n2cnnn2)ccc1NC1=NCCC1
41	4	Cc1cc(C)nc(N(C#N)Cc2ccccc2Cl)n1
42	-58	CCCSc1nnc2c(n1)OC1(CCCC1)Nc1ccc(Br)cc1-2
43	4	Cc1cc(C)nc(SCCc2ccncc2)n1
44	4	CCCCCCn1c(NCC)nc2c1c(=O)n(C)c(=O)n2C
45	5	O=C(Nc1cccnc1)c1cc([N+](=O)[O-])ccc1Cl
46	-16	Cc1ccc(NC(=O)c2sc(=S)n3c2[nH]c(=O)c2ccccc23)cc1
47	-3	COc1ccc(Br)cc1-c1nc2sc3c(c2c(=O)[nH]1)CCCC3
48	1	COc1ccc2nc(NC(=O)CSc3nnc4n3C(C)(C)Cc3ccccc3-4)sc2c1

Random excerpt: 5 records from the list
no.	14-3-3 PPI	compound
40	-4	c1cc(-n2cnnn2)ccc1NC1=NCCC1
43	4	Cc1cc(C)nc(SCCc2ccncc2)n1
44	4	CCCCCCn1c(NCC)nc2c1c(=O)n(C)c(=O)n2C
41	4	Cc1cc(C)nc(N(C#N)Cc2ccccc2Cl)n1
46	-16	Cc1ccc(NC(=O)c2sc(=S)n3c2[nH]c(=O)c2ccccc23)cc1

(more compounds)
no.	14-3-3 PPI	compound
49	-2	CCC1(C)Cc2ccccc2-c2nc(NCCO)n(-c3ccccc3)c(=O)c21 (configuration not stated)
50	1	C=CCN1C(=S)NC2c3ccccc3OC1(C)C2C(=O)Nc1ccc(Cl)cc1 (configuration not stated)
51	1	Cc1nnnn1CC(=O)Nc1ccc(F)cc1
52	-3	COc1cc(NC(=O)c2ccc(Cl)c([N+](=O)[O-])c2)c(OC)cc1Cl
53	-2	Cc1nc(C#N)c(NCc2ccc3c(c2)OCO3)o1
54	-6	O=C(CSc1nc2c(cnn2-c2ccccc2)c(=O)[nH]1)Nc1ccc(OC(F)(F)F)cc1
55	-2	COCCCNC(=O)Cn1c(=O)n(Cc2ccccc2)c(=O)c2ccccc21
56	-7	O=C(CSc1nnc(-c2ccccc2O)n1Cc1ccccc1)Nc1ccc(Br)cc1
57	5	O=C(CN(CCc1ccccc1)C(=O)CN1C(=O)COc2ccccc21)NCc1ccco1
58	-9	CCN(CC)CCCN(Cc1cc2cc(OC)ccc2[nH]c1=O)C(=O)Nc1ccc(F)cc1
59	-2	CCCCOc1ccc(S(=O)(=O)N2CCSC2c2ccccc2OC)cc1 (configuration not stated)
60	-11	COc1ccc(C)cc1NC(=O)c1cn(C)c(=O)c2cc(OC)c(OC)cc12
61	-23	Clc1ccc(OCc2nn3c(-c4ccco4)nnc3s2)c(Cl)c1
62	-2	Cc1cnc(NC(=O)CSc2nnc(Cc3ccccc3)o2)s1
63	5	CSc1cccc(NC(=O)C2COc3ccccc3O2)c1 (configuration not stated)
64	-17	Cc1cc(C)nc(NS(=O)(=O)c2ccc(NC(=O)CSc3nc4ccccc4s3)cc2)n1
65	3	O=C(CCc1nc(-c2ccccc2F)no1)N1CCCc2ccccc21
66	2	COC(=O)CSc1nnc2c(C)cc3cc4c(cc3n12)OCCO4
67	9	O=c1cc(CO)oc(C(Nc2ccccn2)c2ccccc2F)c1O (configuration not stated)
68	-14	O=C(Nc1ccc(Oc2ccccc2)cc1)c1ccc(F)c(S(=O)(=O)NCc2ccccc2Cl)c1
69	3	COc1cc2[nH]c(=O)n(CCC(=O)N3CCC(N4CCC(C(N)=O)CC4)CC3)c(=O)c2cc1OC
70	2	CCn1c(NC2CCCCC2)nc2c1c(=O)[nH]c(=O)n2C
71	-4	CCc1ccc(OCc2nc(-c3cccnc3)no2)c(Br)c1
72	1	COc1ccccc1-n1cc(CO)nn1
73	4	CCC(C)N1C(=O)C2C(C(=O)Nc3cccc(SC)c3)C3C=CC2(O3)C1C(=O)NC1CCCCC1 (configuration not stated)
74	-5&2	O=C(CSc1nnc(-c2ccc3c(c2)OCCO3)o1)N1CCCC1
75	-15	O=C(NCCc1ccsc1)C1CCN(c2ccc(N3CCOCC3)nn2)CC1
76	-8	CC(C)(C)n1nnnc1C(c1cc2cc3c(cc2[nH]c1=O)OCO3)N1CCN(c2ccccc2)CC1 (configuration not stated)
77	-6	O=C(CCCC(=O)N(CC(=O)NC1CCCC1)C1CCCC1)Nc1ccccn1
78	-5	Cc1onc(-c2ccccc2)c1C(=O)NCC(C)C
79	0	CCc1ccc(NC(=O)NCCN2CCc3ccccc3C2)cc1
80	-13&-20	COc1cc(-c2cc(OC)c3c(C)oc(C)c3c(=O)c2)ccc1O
81	-39	COc1cc(OC)cc(C(=O)Nc2ccc3oc(-c4ccccc4Br)nc3c2)c1
82	-1	CCOc1ccc(N2C(=O)C3C(c4ccccc4Cl)NN(C(=O)c4cccc(Br)c4)C3C2=O)cc1 (configuration not stated)
83	-2	COc1ccc(NCc2nnc(SCC(=O)Nc3cc(C)cc(C)c3)o2)cc1
84	0	CCOCCOC(=O)C1=C(C)NC2=C(C(=O)CC(C)(C)C2)C1c1ccccc1C (configuration not stated)
85	1	COCCNC(=O)c1ccc(NS(C)(=O)=O)cc1
86	-6	CC(CN1CCCCC1)OC(=O)c1ccc(Cl)cc1 (configuration not stated)
87	-14	CCc1ccc(C2C3=C(CC(C)(C)CC3=O)OC3=C2C(=O)CC(C)(C)C3)cc1
88	-6	Cc1ncc(CO)c2cc(-c3nnc(Nc4ccc(C(F)(F)F)cc4)s3)c(=O)oc12
89	-27	c1cc(N=C2CCCC2)c2cccc(N=C3CCCC3)c2c1
90	14	CCn1c(=S)[nH]c2ccccc21
91	1	Cc1ccc(N2C(=O)c3ccc(C(=O)N4CCN(c5ccccc5F)CC4)cc3C2=O)cc1
92	-2	COc1ccc(OCc2nc3ccccc3n2Cc2ccc(Cl)cc2)cc1
93	-3	O=C(NCc1ccco1)c1cc2nc(-c3ccc4c(c3)OCO4)cc(C(F)(F)F)n2n1
94	4	CCN(CC)c1nc2c([nH]1)c(=O)[nH]c(=O)n2C
95	4	O=C(CCC1CCCCC1)N1CCN(Cc2ccc3c(c2)OCO3)CC1
96	-5	CSc1cccc(NC(=O)c2ccco2)c1
97	-1	N#CCCCN1C(=O)C(O)(CC(=O)c2ccccc2)c2ccccc21 (configuration not stated)
98	-6	COc1ccc2nc(N3CCC(C(=O)NCc4ccc(C)cc4)CC3)sc2c1
99	-35	N#Cc1ccc(-c2cccnc2)nc1SCC(=O)C12CC3CC(CC(C3)C1)C2
100	-1	CC(C)n1c(N2CCN(CC(=O)Nc3ccc4c(c3)OCCO4)CC2)nc2ccccc21
101	-12	CC(=O)Nc1nonc1-c1nc2ccccc2n1Cc1ccc(C)cc1
102	-10	CC(C)(C)NC(=O)c1cccc2c1-c1ccccc1C2=O
103	1	CCCCCOC(=O)C1=C(C)NC2=C(C(=O)CC(C)(C)C2)C1c1ccc(Br)cc1 (configuration not stated)
104	-6	Cc1ccc([N+](=O)[O-])cc1S(=O)(=O)n1c(SCc2ccccc2F)nc2ccccc21
105	0	COc1ccc(OC)c(NC(=O)C2C3CCC(C3=C(C)C)C2C(=O)O)c1 (configuration not stated)
106	-26	Cc1cccc(N2CCN(C(=O)c3cccn4c(=O)c5ccc(Cl)cc5nc34)CC2)c1C
107	7	CC1=C(C(=O)OCc2ccccc2)C(c2ccc(C)cc2)C2=C(CC(C)(C)CC2=O)N1 (configuration not stated)
108	0	CC(C)Oc1ccc2c3c(c(=O)oc2c1)CCC3

More results follow.
no.	14-3-3 PPI	compound
109	-7	O=C(CSc1nccn1-c1ccc(Cl)cc1)Nc1nccs1
110	-1	O=C(NCc1ccccc1Cl)c1ccc2c(c1)[nH]c(=S)n1c3ccccc3nc21
111	4	CCCCC1CCC(C(=O)Nc2c(C(=O)OCC)[nH]c3ccccc23)CC1 (configuration not stated)
112	3	O=C(CSc1n[nH]c(-c2ccco2)n1)c1ccc(O)cc1O
113	-83	COc1ccc(-c2nc3cc(C)ccn3c2NC(=O)Cc2cccc3ccccc23)cc1
114	-2	COc1nc(OC)nc(N2CCC(NC(=O)C(Cc3ccc(C(C)C)cc3)NC(C)=O)CC2)n1 (configuration not stated)
115	-17	O=C(CSC1=Nc2ccccc2C2=NC(c3ccccc3)C(=O)N12)c1ccccc1 (configuration not stated)
116	-16	[O-][N+]1=c2ccc(Nc3ccccc3)cc2=NC12CCCCC2
117	-2	CCOC(=O)N1CCN(C(=O)C(C)N(c2ccc(Oc3ccccc3)cc2)S(C)(=O)=O)CC1 (configuration not stated)
118	-1	CCOc1ccc(-n2c(SCC(=O)Nc3ccc(C)cc3C)nc3c(c2=O)SCC3)cc1
119	6	C=CCN(CC=C)S(=O)(=O)c1ccc(C(=O)Nc2nc3c(s2)CCCC3)cc1
120	-2	CC1(C)CC(=O)C2=C(C1)OC1=C(C(=O)CC(C)(C)C1)C21C(=O)Nc2ccccc21
121	-1	COc1ccc(C(=O)Nc2nc3c(s2)CC(C)CC3)c(OC)c1 (configuration not stated)
122	-12	Cc1ccc(-n2nnnc2SCC(=O)c2cc(C)n(CC3CCCO3)c2C)cc1 (configuration not stated)
123	2	Cc1sc2c(c1C)c(=O)n(Cc1ccccc1)c(=O)n2Cc1cccc(Cl)c1
124	0	CCn1cc(-c2ccc3ccccc3n2)c(=S)c2ccccc21
125	-9	CCCCC(C)NC(=O)C1CC(=O)N(c2ccc(OCC)cc2)C1 (configuration not stated)
126	-3	O=C(CSc1ncn[nH]1)c1ccc(Cl)cc1
127	-2&-13	Cc1ccc(C)c(Cc2c(C)nc3c(C(=O)N4CCOCC4)cnn3c2C)c1
128	6	O=C(NS(=O)(=O)c1ccc(Br)cc1)C(=O)c1ccccc1
129	-1	CC(Oc1ccccc1)C(=O)N1CC(=O)Nc2ccc(F)cc2C1c1ccccc1 (configuration not stated)
130	1	Cn1cc(C(=O)N2CCN(c3ccccc3)CC2)c(=O)c2cc(S(=O)(=O)N3CCCC3)ccc21
131	1	COc1ccc(-c2nn(C)c3sc(C(=O)Nc4cccc([N+](=O)[O-])c4C)cc23)cc1OC

Gathered by group: those above with a tert-butyl group
no.	14-3-3 PPI	compound
76	-8	CC(C)(C)n1nnnc1C(c1cc2cc3c(cc2[nH]c1=O)OCO3)N1CCN(c2ccccc2)CC1 (configuration not stated)
102	-10	CC(C)(C)NC(=O)c1cccc2c1-c1ccccc1C2=O

Compounds 121–124, reprinted for reference:
no.	14-3-3 PPI	compound
121	-1	COc1ccc(C(=O)Nc2nc3c(s2)CC(C)CC3)c(OC)c1 (configuration not stated)
122	-12	Cc1ccc(-n2nnnc2SCC(=O)c2cc(C)n(CC3CCCO3)c2C)cc1 (configuration not stated)
123	2	Cc1sc2c(c1C)c(=O)n(Cc1ccccc1)c(=O)n2Cc1cccc(Cl)c1
124	0	CCn1cc(-c2ccc3ccccc3n2)c(=S)c2ccccc21

This is a subset (hit frequency here may not be typical).
